Assay outcomes (PubChem BioAssay)
Autophagy mod = modulators of autophagy; MEF GFP-LC3 puncta imaging; test concentration mostly 10 µM; 0.98% of 190,000 active; calls only at 10 µM (by protocol);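 active = percentage of spot-positive cells more than 3 SD above its plate mean, without a fluorescence outlier flag or 80% toxicity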;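 note: spot-positive cell cutoff set from DMSO-treated cells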
Hep lipid drop = modulators of hepatic lipid droplet formation | 0.4% of 240,000 active | inhibition, % at 6.5 µM | AML12 mouse hepatocytes, oleate lipid droplets, BODIPY imaging | AID 1656;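 active = lipid droplet intensity inhibited by at least 50%, with more than 500 cells counted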
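Material – mouse AML12 hepatocyte cell line, fixed after treatment · Compound dosing – one dose, 6.5 µM compound · Times – compound with oleate, overnight · Measured by – Image-based BODIPY and DAPI two-channel analysis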
CSM14.1 death rescue = protection against thapsigargin-triggered cell killing – 384-well, CSM14.1, ATP luminescence, primary screen (AID 1222); CSM14.1 thapsigargin-induced death rescue, ATP luminescence; higher % means a stronger effect; one-dose cellular ATP content (survival), % at 20 µM; EC50 in µM for titrated hits; 190,000 tested, under 10 active;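 active = EC50 below 50 µM in the dose-response confirmation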;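 note: death triggered by thapsigargin at about 15 µM added after 2 h compound pretreatment; cell ATP read after overnight thapsigargin exposure of roughly 18 to 22 hours; normalized against plate controls of thapsigargin alone and 5% DMSO vehicle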
Dynein transport = blocks dynein driven cargo transport along microtubules; 3617.4 mouse cells, GR-EGFP nuclear translocation imaging; test concentration mostly 20 µM; stimulated with dexamethasone, 1 µM; stronger effect = lower value; z-score, hits read low; 0.47% of 220,000 active; AID 1381;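 active = plate z-score of nuclear minus cytoplasmic receptor signal below a set negative limit, without overly bright fluorescence or cell loss, cut at about -3.5 in these data, passing the limit was not always enough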;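 note: z-score of nuclear minus cytoplasmic ring GR-EGFP intensity difference per well; some compounds called inactive have numbers as strong as hits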
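Buffer or medium: tet-free, stripped-serum medium; Also added: dexamethasone, 1.0 µM final; Technique: high-content fluorescence imaging after fixation; Times: 48 h induction, 1 h compound, 30 min dex at 37 °C; Read-out: per-cell GR-EGFP intensity, nucleus versus surrounding cytoplasmic ring, well-averaged.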
bCat nuc transl = alters nuclear translocation of beta-catenin in HeLa cells. immunofluorescence imaging. nuclear translocation activity, % at 5 µM. 0.3% of 190,000 active;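 active = nuclear translocation activity above 50% at 5 µM, with a well cell count of 50 or more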;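 note: per-cell ratio of nuclear to cytoplasmic median beta-catenin stain intensity; plate controls were DMSO negative control for no effect and GSK-3 inhibitor IX positive control for full effect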
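Test system: human HeLa cell line; Doses: 5 µM primary, 0.02–20 µM confirmation; Incubation: 24 h compound exposure, 37°C; Detection: beta-catenin immunofluorescence imaging with DAPI; Read-out: beta-catenin nuclear/cytoplasmic ratio, % activation.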
XIAP displacement = small molecules displacing peptide from XIAP – biochemical, IAP family, fluorescence polarization (AID 1018); XIAP BIR domain, fluorescence polarization peptide displacement; higher % means a stronger effect; displacement, % at 20 µM, or IC50 in µM where a hit was titrated; 0.007% of 200,000 active; in the data active = displacement above about 50%; note: a part of the inactive calls stands beside numbers as strong as those of hits
Ins promoter up = MIN6 insulin promoter up-regulation | 0.3% of 190,000 active | AID 1625 | z-score at 5 µM | MIN6 insulin promoter-GFP reporter, high-content imaging; stronger effect = higher value;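 active = z-score above 3 at 5 µM with at least 500 cells counted in the well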
MT stabilizer = microtubule stabilizers in HeLa cells. HeLa tubulin immunostaining HCS, 24 h; share of cells brighter than vehicle mean+2SD. % tubulin-high responders, % at 10 µM. 0.83% of 200,000 active. AID 2205;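 active = plate Z-score above 3 for both tubulin-high and condensed-nucleus cell shares, with cell loss under 80%, at 10 µM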;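 note: anti alpha tubulin signal scored within the nucleus-defined area of each cell; some results filed as inactive read as strong as hits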
WT yeast gro inh = growth inhibition of WT yeast, mitochondrial fusion screen; mitochondrial fusion phenotypic screen, WT strain; inhibition, % at 10 µM; 2.1% of 190,000 active; in the data active = inhibition above about 58%; tested in S. cerevisiae
WT yeast gro inh mutant strain = also measured in WT yeast gro inh; calls as there; inhibition, %; mitochondrial fusion phenotypic screen, mutant strain inhibition
Dynein transport cytoplasmic EGFP = recorded beside Dynein transport, whose call it bears; z-score; measured here: cytoplasmic GR-EGFP intensity; stronger effect = higher value
Dynein transport nuclear GR-EGFP = recorded beside Dynein transport, whose call it bears; z-score; measured here: nuclear GR-EGFP intensity;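 lower value marks the stronger effect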
Dynein transport cell count = also measured in Dynein transport; calls as there; z-score; measured here: cell count per field
Ins promoter up cell count = second read-out of Ins promoter up, no call of its own (marks repeat the call); cell count; measured here: cytotoxicity, nuclei count;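 total cells summed across four imaged fields per well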
Hep lipid drop cells 6.5 µM = further read-out of Hep lipid drop, marked with its call; cell count; measured here: cell count, cytotoxicity flag;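 cells counted across two imaged fields per well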
bCat nuc transl cell count 5 µM = recorded beside bCat nuc transl, whose call it bears; cell count; measured here: cell count, cytotoxicity flag
MT stabilizer Hoechst-high % = second read-out of MT stabilizer, no call of its own (marks repeat the call); % Hoechst-high responders; measured here: nuclear condensation Hoechst responders;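 share of cells brighter than vehicle mean plus two SD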
MT stabilizer cytotoxicity % = further read-out of MT stabilizer, marked with its call; toxicity, %; measured here: cytotoxicity by cell density;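 0% = mean cell density of plate MIN control wells and 100% = no cells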
Autophagy mod cell loss 18 h = further read-out of Autophagy mod, marked with its call; toxicity, %; measured here: cell loss, nuclei count;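 cell loss after 18 h compound exposure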
* hit, by the source's call; i = inactive; . = no result given.

Start of the listing, in advance, 6 compounds:
no.	compound	Autophagy mod	Autophagy mod cell loss 18 h	Hep lipid drop	Hep lipid drop cells 6.5 µM	CSM14.1 death rescue	Dynein transport	Dynein transport cytoplasmic EGFP	Dynein transport nuclear GR-EGFP	Dynein transport cell count	bCat nuc transl	bCat nuc transl cell count 5 µM	XIAP displacement	Ins promoter up	Ins promoter up cell count	MT stabilizer	MT stabilizer Hoechst-high %	MT stabilizer cytotoxicity %	WT yeast gro inh	WT yeast gro inh mutant strain
1	CCOC(=O)c1ccc(NC(=S)N2CCC(C(N)=O)CC2)cc1	i	5	0	602	-1.3%	0.14	-0.32	-0.17	0.71	-0.5	933	-69%	0.01	1310	4.3	3.3	4.0	-13	5
2	O=[N+]([O-])c1sccc1CS(=O)(=O)c1ccccc1	.	.	71*	737*	.	-0.089	-0.15	0.012	-0.35	1.0	1263	.	-2.3	1072	.	.	.	.	.
3	CCCCOc1ccc(C2CCC(C(C)=O)C(C)C2)cc1 (stereo not drawn)	.	.	-7	678	.	-0.61	-0.75	-0.52	-0.53	-0.4	1234	.	0.17	965	.	.	.	.	.
4	NC(=O)CC(NC(=O)c1ccccc1)c1ccc(NCC2CC2)c([N+](=O)[O-])c1 (stereo not drawn)	.	.	3	726	.	0.8	2.9	0.69	-0.41	-0.1	1307	.	-1	1045	.	.	.	.	.
5	Cc1ccc2nc(N3CCN(C(=O)c4cccs4)CC3)c(C#N)cc2c1	i	-34	.	.	0.1%	0.33	-0.075	0.83	-0.36	-1.5	1198	0.3%	-0.47	1393	4.8	2.3	7.2	-8	-6
6	Cn1nc(C(C)(C)C)c([N+](=O)[O-])c1C(=O)Nc1cccc2ccccc12	.	.	2	698	.	1.2	-0.2	0.78	-1.4	2.4	1224	.	-0.09	1121	.	.	.	.	.

All compounds of this part, repeating the preview:
no.	compound	Autophagy mod	Autophagy mod cell loss 18 h	Hep lipid drop	Hep lipid drop cells 6.5 µM	CSM14.1 death rescue	Dynein transport	Dynein transport cytoplasmic EGFP	Dynein transport nuclear GR-EGFP	Dynein transport cell count	bCat nuc transl	bCat nuc transl cell count 5 µM	XIAP displacement	Ins promoter up	Ins promoter up cell count	MT stabilizer	MT stabilizer Hoechst-high %	MT stabilizer cytotoxicity %	WT yeast gro inh	WT yeast gro inh mutant strain
1	CCOC(=O)c1ccc(NC(=S)N2CCC(C(N)=O)CC2)cc1	i	5	0	602	-1.3%	0.14	-0.32	-0.17	0.71	-0.5	933	-69%	0.01	1310	4.3	3.3	4.0	-13	5
2	O=[N+]([O-])c1sccc1CS(=O)(=O)c1ccccc1	.	.	71*	737*	.	-0.089	-0.15	0.012	-0.35	1.0	1263	.	-2.3	1072	.	.	.	.	.
3	CCCCOc1ccc(C2CCC(C(C)=O)C(C)C2)cc1 (stereo not drawn)	.	.	-7	678	.	-0.61	-0.75	-0.52	-0.53	-0.4	1234	.	0.17	965	.	.	.	.	.
4	NC(=O)CC(NC(=O)c1ccccc1)c1ccc(NCC2CC2)c([N+](=O)[O-])c1 (stereo not drawn)	.	.	3	726	.	0.8	2.9	0.69	-0.41	-0.1	1307	.	-1	1045	.	.	.	.	.
5	Cc1ccc2nc(N3CCN(C(=O)c4cccs4)CC3)c(C#N)cc2c1	i	-34	.	.	0.1%	0.33	-0.075	0.83	-0.36	-1.5	1198	0.3%	-0.47	1393	4.8	2.3	7.2	-8	-6
6	Cn1nc(C(C)(C)C)c([N+](=O)[O-])c1C(=O)Nc1cccc2ccccc12	.	.	2	698	.	1.2	-0.2	0.78	-1.4	2.4	1224	.	-0.09	1121	.	.	.	.	.
7	CNc1nc(C)c(C(=O)c2ccc(Cl)cc2)s1	i	-15	65*	828*	-1.4%	1.8	0.084	1.2	-1.8	1.5	1131	2.3%	-0.26	848	2.5	0.9	6.1	-1	-1
8	O=C(C[n+]1cccc(CO)c1)Nc1nc2ccccc2s1	i	-38	1	712	-0.3%	-0.86	-0.31	-0.37	0.7	2.9	875	-4.7%	.	.	4.5	1.6	5.1	0	4
9	O=c1cc(-c2cccc(Br)c2)oc2cccc(O)c12	.	.	-1	674	.	0.37	-0.8	0.11	0.067	-0.7	1088	.	-0.23	1105	.	.	.	.	.
10	O=[N+]([O-])c1ccccc1/C=C/C=N/Nc1nc(N2CCCCC2)nc(N2CCCCC2)n1	i	4	-7	674	0.4%	0.12	0.79	0.59	-0.41	-1.9	1029	-5.9%	1.3	1540	6.7	1.4	5.2	25	9
11	O=C(Nc1cc([N+](=O)[O-])ccc1N1CCCC1)c1ccco1	i	24	-6	655	-0.6%	-0.12	-0.26	0.21	0.23	-4.3	1107	3.4%	0.68	1692	3.0	2.1	0.8	7	9
12	CCn1c(=O)c2cc(C(=O)NC(C)C)sc2c2ccccc21	.	.	2	676	.	-0.089	0.28	0.42	0.16	1.4	1309	.	0.73	990	.	.	.	.	.
13	N=c1c(C(=O)NCc2ccco2)cc2c(=O)n3ccccc3nc2n1Cc1ccccc1	i	10	-4	656	1.8%	0.37	-0.3	0.31	0.031	-3.0	1135	-2.7%	-1	843	4.7	2.6	2.9	6	3
14	C/C(Cc1ccccc1)=N\NC(=O)CNC(=O)/C=C\c1ccccc1	.	.	2	655	.	2.3	0.027	1.7	-1.9	-0.7	1352	.	0.24	1056	.	.	.	.	.
15	C=CCNc1nc(C(=O)OCC)nc2ccccc12	i	11	-4	637	0.3%	0.93	-0.3	0.72	-0.73	-0.8	1098	-5.4%	0.21	1192	3.8	3.0	3.1	-21	12
16	O=C(O)c1ccc(NS(=O)(=O)c2cc(Cl)ccc2Cl)cc1O	i	4	-3	693	.	-0.28	-0.17	-0.17	1	.	.	-7.3%	-0.17	1225	3.1	2.4	7.4	-3	9
17	O=C(CSc1nc2cc([N+](=O)[O-])ccc2n1-c1ccccc1)NCc1ccc2c(c1)OCO2	i	7	18	674	-2.7%	0.49	-0.21	0.45	0.25	1.1	1051	-2.8%	-0.2	1307	6.9	2.1	8.9	6	-7
18	CC(C)Cn1cnc2c(N)nc3ccccc3c21	.	.	.	.	-2.4%	.	.	.	.	-1.4	970	-2.8%	-0.84	1253	.	.	.	.	.
19	Cc1ccc(OCC(=O)N/N=C/C=C/c2ccco2)cc1C	i	-6	-12	318	-0.6%	-0.014	-0.23	0.015	-0.019	-0.3	1132	-7.9%	-0.34	1516	2.2	3.3	6.0	9	11
20	Cc1ccccc1N1C(=O)c2ccccc2N2C(=O)c3ccccc3C12 (stereo not drawn)	i	-9	-2	811	-1.4%	-0.099	-0.056	0.082	0.27	-0.1	1015	-14%	1	817	2.0	1.0	0.9	0	-5
21	C=CCOc1ccccc1/C=C/C(=O)O	i	-4	.	.	-1.2%	1.1	-0.16	0.6	-1.1	-0.6	1409	-20%	2.1	1325	2.8	1.1	3.5	-2	-4
22	COCC(=O)Nc1cc(OC)c(Cl)cc1OC	i	-2	4	762	-0.6%	-0.59	-0.3	-0.25	0.54	.	.	-6.2%	-0.19	1319	1.4	2.7	23	-15	-19
23	CC1=C(c2ccc(Cl)cc2)[N+](=O)C(C)(C)N1[O-]	i	4	-2	712	14%	-0.44	-0.24	0.29	0.65	-3.0	588	-3.5%	0.23	1342	3.2	1.3	5.3	-18	2
24	Cc1cc(Cl)c(OCCCSc2nc(C)cc(=O)[nH]2)c(Br)c1	i	10	-3	789	-0.2%	-0.87	-0.23	-0.64	0.79	.	.	-2.6%	.	.	2.1	2.6	6.3	-2	7
25	NS(=O)(=O)c1cnccc1Nc1ccc(Cl)cc1	i	-3	4	712	-4.5%	0.19	-0.21	-0.071	-1.5	.	.	-10%	-0.12	1151	6.1	2.6	5.9	4	24
26	Cc1cccc2c1N(CCOc1ccc(C(C)(C)C)cc1)C(=O)C2=O	i	2	6	676	-2.6%	0.58	-0.087	0.14	-0.65	-1.5	1087	-3.8%	-0.32	1315	4.4	2.6	5.8	23	-10
27	C/C=C/COc1nc2c(c(=O)n(C)c(=O)n2C)n1C	i	-4	-7	743	2.0%	-0.018	0.33	0.77	-0.08	-1.9	1179	3.4%	0.63	1189	3.0	1.8	7.0	-4	10
28	O=C(NCCC(c1ccccc1)c1ccccc1)c1cnccn1	i	-1	-13	638	7.7%	-0.64	-0.32	-0.68	1.2	0.6	920	2.6%	0.35	1309	1.8	1.8	6.1	9	-9
29	CCOC(=O)c1sc(NC(=O)C(CC)Sc2nnc3c4ccccc4n(C(C)C)c3n2)nc1C (stereo not drawn)	i	10	.	.	1.5%	-0.26	-0.23	0.12	0.095	-6.5	1176	-13%	0	1090	7.8	2.8	4.8	10	-3
